# Compound activity: PubChem BioAssay, several laboratories
# NS5 inhibitors: flavivirus cap methylation enzyme inhibition – biochemical, confirmation dose response, primary screen (AID 588689); Dengue-2 NS5 methyltransferase capping enzyme assay, biochemical; higher % means a stronger effect; one-dose inhibition, % at 25 µM; IC50 in µM for titrated hits; hit rate 0.3% among 340,000; in the data active = a potency from the dose series; inconclusive = inhibition above about 29% without an active follow-up result
# RSV CPE inhibition: RSV antiviral activity via CPE protection, HEp-2 cells, primary 10 µM value included (AID 2391). hit rate 0.13% among 310,000. one-dose CPE inhibition, % at 10 µM; IC50 in µM for titrated hits. HEp-2 cells, RSV-induced CPE inhibition; higher % means a stronger effect; in the data active = a potency from the dose series; inconclusive = CPE inhibition mostly from about 23% at the one dose, without a potency; inactive = the rest, 99 in 100 with CPE inhibition below about 21%; note: strong numbers were not always called active
# Yfh1-depleted yeast: enhancers of respiration in Yfh1-depleted yeast, dose response, Friedreich's ataxia, plus single-dose screen (AID 1465); hit rate 0.074% among 220,000; one-dose fold induction at 50 µM; EC50 in µM for titrated hits; S. cerevisiae Yfh1-off respiration, WST-1 reduction, 72 h; higher fold induction means a stronger effect;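 active = fold induction of absorbance versus untreated yeast above a set limit, then at least 30% activation at any dose in follow-up; inconclusive = repeats straddling the limit, or above it without dose testing; inactive = fold induction below the set limit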;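 note: activators that raise dye reduction in frataxin-depleted yeast; strong numbers were not always called active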
# West Nile virus CPE: inhibition of WNV-induced cytopathic effect – cell-based, CPE readout (AID 1621) | CPE inhibition, % at 10 µM; hits with a dose series show IC50 in µM | West Nile virus-infected cells, CPE inhibition; higher % means a stronger effect | hit rate 0.02% among 290,000; in the data active = a potency from the dose series; inconclusive = CPE inhibition mostly from about 3.7% at the one dose, without a potency; inactive = the rest, 99 in 100 with CPE inhibition below about 2.2%; note: strong numbers were not always called active
# CSM14.1 death rescue: rescue of cells from ER stress-induced death, primary screen, 384-well, CSM14.1, thapsigargin, ATP luminescence (AID 1222). CSM14.1 thapsigargin-induced death rescue, ATP luminescence; higher % means a stronger effect. 190,000 tested, under 10 active. one-dose cellular ATP content (survival), % at 20 µM; EC50 in µM for titrated hits;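 active = EC50 below 50 µM in the dose-response confirmation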;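 note: death triggered by thapsigargin at about 15 µM added after 2 h compound pretreatment; cell ATP read after overnight thapsigargin exposure of roughly 18 to 22 hours; normalized against plate controls of thapsigargin alone and 5% DMSO vehicle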
# WT yeast gro inh: growth inhibition of WT yeast, mitochondrial fusion screen | mitochondrial fusion phenotypic screen, WT strain | inhibition, % at 10 µM | hit rate 2.1% among 190,000 | AID 1362; in the data active = inhibition above about 58%; tested in S. cerevisiae
# UTI89 phage lysis: protection from phage-mediated lysis, alamar blue read-out – E. coli UTI89, K1F phage, bacterial capsule biogenesis inhibitors (AID 488966); E. coli UTI89 K1F phage lysis, alamar blue, 2 h; higher % means a stronger effect; inhibition, % at 100 µM, or IC50 in µM where a hit was titrated; hit rate 0.02% among 340,000;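 active = phage lysis inhibition, versus mean bacterial control, above a set limit; inconclusive = no clear call, values can overlap the other calls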;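 note: capsule biogenesis inhibitors block K1F phage lysis so surviving cells raise fluorescence; higher fluorescence means more inhibition of phage lysis; actives were called in the ten point dose series up to 300 µM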
# XIAP displacement: small molecules displacing peptide from XIAP – biochemical, IAP family, fluorescence polarization (AID 1018); displacement, % at 20 µM; hits with a dose series show IC50 in µM; XIAP BIR domain, fluorescence polarization peptide displacement; higher % means a stronger effect; hit rate 0.007% among 200,000; in the data active = displacement above about 50%; note: a part of the inactive calls stands beside numbers as strong as those of hits
# SV40 large T antigen: TAg ATPase/helicase activity blockers – biochemical (AID 1903) | SV40 large T antigen ATPase/helicase inhibition assay; higher % means a stronger effect | inhibition, % at 20 µM; hits with a dose series show IC50 in µM | hit rate 0.39% among 310,000; in the data active = a potency from the dose series; inconclusive = inhibition mostly from about 32% at the one dose, without a potency; inactive = the rest, 99 in 100 with inhibition below about 32%; note: strong numbers were not always called active
# WT yeast gro inh mutant strain: also measured in WT yeast gro inh; calls as there; inhibition, %; mitochondrial fusion phenotypic screen, mutant strain inhibition
# NS5 inhibitors pilot replicate: recorded beside NS5 inhibitors, whose call it bears; inhibition, %; measured here: pilot screen replicate inhibition
# An asterisk follows results filed as active; i = inactive; ? = inconclusive; · = no result given; & = joins results of further samples; [ ] = remark or other dose.
SMILES,NS5 inhibitors,RSV CPE inhibition,Yfh1-depleted yeast,West Nile virus CPE,CSM14.1 death rescue,WT yeast gro inh,WT yeast gro inh mutant strain,UTI89 phage lysis,XIAP displacement,SV40 large T antigen,others
Clc1ccc(-c2cn3nc4c(nc3n2)CCCC4)cc1,?,9.6%,i,0.2%,-6.0%,5,-9,-0.1%,-4.1%,24%,
CCc1ccccc1NC(=O)c1cc(C)no1,-8%,-1.8%,·,0.2%,·,·,·,0.1%,·,1%,
Cn1c(=O)c2c(nc(NC3CCCCC3)n2Cc2ccccc2)n(C)c1=O,-3%,-0.4%,i,-0.6%,0.8%,1,7,-1.4%,-1.2%,-1%,
Cc1nc(SC2C=CS(=O)(=O)C2)n[nH]1 (stereo unspecified),1%,0.2%,i,0.3%,-1.3%,-11,-6,0.2%,-5.2%,7%,
O=C(CN1C(=O)NC2(CCCCC2)C1=O)Nc1ccc2c(c1)CCC2,5%,-2.2%,i,-0.7%,14%,0,-1,0.4%,-6.0%,7%,
CC1CC(C)CN(S(=O)(=O)c2cc3c4c(c2)CCC(=O)N4CCC3)C1 (stereo unspecified),1%,1.5%,·,·,·,·,·,1.2%[50 µM],·,4%,
Cn1c2ccc(F)cc2c2ncn(CCN3CCOCC3)c(=O)c21,-12%,1.3%,i,-0.3%,-1.7%,20,3,0.2%,-3.1%,10%,
Cc1cc(N=Nc2c(O)c3ccccc3[nH]c2=O)ccc1N=Nc1ccc(C(=O)N(C)C)cc1,5%,·,i,-0.1%,·,·,·,0.1%,·,·,
Cc1ccc2nc(SCC(=O)NCc3ccccc3Cl)nc(=O)n2c1,7%,-1.9%,·,·,·,·,·,1.9%[50 µM],·,22%,
O=C1C2C3C=CC(CC3)C2C(=O)N1c1cccc(C(F)(F)F)c1 (stereo unspecified),-6%,-2.8%,·,-0.1%,·,·,·,0.1%,·,5%,NS5 inhibitors pilot replicate=0.3
CCOc1ccccc1NC(=O)Cn1nnc(C(=O)NCc2ccc3c(c2)OCO3)c1N,-4%,-0.5%,·,?,·,·,·,13%,·,-7%,
CSCCC1C(=O)OC2(C)CC(C)(C)NC(=S)N12 (stereo unspecified),2%,0.5%,i,0.0%,0.0%,6,2,-0.1%,-3.0%,14%,
O=C1N=C(N2CCN(Cc3ccccc3)CC2)S/C1=C/c1cccs1,·,0.9%,i,-0.8%,·,·,·,·,·,6%,
CCOCCCNc1nc2c(C)cccn2c(=O)c1/C=C1\SC(=S)N(C(C)CC)C1=O (stereo unspecified),?,1.7%,i,0.1%,·,·,·,-1.0%,·,11%,
COC(=O)Cn1c(=O)c2c(nc3n2CC(C)CN3Cc2ccccc2)n(C)c1=O (stereo unspecified),-2%,1.6%,·,-0.8%,·,·,·,0.3%,·,11%,
CC(C)CC(C(=O)NC1CCCC1)N(Cc1cccs1)C(=O)c1snc(C(N)=O)c1N (stereo unspecified),-6%,0.7%,i,0.5%,-1.4%,-6,-9,-0.1%,-7.1%,8%,
COc1ccc(Nc2c3c(nc4ccc(C)cc24)CCC3)cc1,-4%,21%,·,0.8%,·,·,·,1.2%[50 µM],·,22%,
O=C(NN=C1CCCC1)C(=O)Nc1cccc(C(F)(F)F)c1,-3%,3.4%,i,0.1%,0.0%,-2,8,0.1%,-17%,9%,
CC(/C=C/c1ccc(N(C)C)cc1)=N\N=C(/N)SC1CC(=O)N(c2ccc(C(=O)O)cc2)C1=O (stereo unspecified),5%,0.5%,i,0.1%,-5.1%,17,9,0.8%[50 µM],3.0%,14%,
CCOc1ccc(S(=O)(=O)Nc2cc(S(=O)(=O)N(CC)CC)ccc2N2CCCC2)cc1,-4%,4.7%,i,-1.1%,0.0%,11,-18,-1.8%[50 µM],-5.2%,18%,

# 5 entries picked at random from the list so far, as already listed:
SMILES,NS5 inhibitors,RSV CPE inhibition,Yfh1-depleted yeast,West Nile virus CPE,CSM14.1 death rescue,WT yeast gro inh,WT yeast gro inh mutant strain,UTI89 phage lysis,XIAP displacement,SV40 large T antigen,others
CCOc1ccccc1NC(=O)Cn1nnc(C(=O)NCc2ccc3c(c2)OCO3)c1N,-4%,-0.5%,·,?,·,·,·,13%,·,-7%,
CCc1ccccc1NC(=O)c1cc(C)no1,-8%,-1.8%,·,0.2%,·,·,·,0.1%,·,1%,
COC(=O)Cn1c(=O)c2c(nc3n2CC(C)CN3Cc2ccccc2)n(C)c1=O (stereo unspecified),-2%,1.6%,·,-0.8%,·,·,·,0.3%,·,11%,
CC(/C=C/c1ccc(N(C)C)cc1)=N\N=C(/N)SC1CC(=O)N(c2ccc(C(=O)O)cc2)C1=O (stereo unspecified),5%,0.5%,i,0.1%,-5.1%,17,9,0.8%[50 µM],3.0%,14%,
CCOCCCNc1nc2c(C)cccn2c(=O)c1/C=C1\SC(=S)N(C(C)CC)C1=O (stereo unspecified),?,1.7%,i,0.1%,·,·,·,-1.0%,·,11%,

# Remaining list, next part
SMILES,NS5 inhibitors,RSV CPE inhibition,Yfh1-depleted yeast,West Nile virus CPE,CSM14.1 death rescue,WT yeast gro inh,WT yeast gro inh mutant strain,UTI89 phage lysis,XIAP displacement,SV40 large T antigen,others
Cc1nc2ncnn2c(N2CCN(C(c3ccccc3)c3ccccc3)CC2)c1C,-2%,·,i,-0.8%,-1.4%,4,-11,1.5%,0.0%,3%,
O=C(CN1C(=O)c2cccnc2C1=O)c1ccccc1,1%,2.6%,i,0.8%,-0.5%,-4,0,0.2%,-6.6%,10%,NS5 inhibitors pilot replicate=-0.9
CCN(CC)C(=O)c1cnn(-c2ccccc2)c1NC(=O)c1ccccc1F,-6%,1.9%,i,-0.5%,-0.7%,-17,9,1.6%,-6.3%,6%,
CCCc1cc(=O)[nH]c(SCC(=O)N(C)Cc2ccccc2)n1,0%,2.4%,i,0.2%,-9.8%,0,-14,5.8%,2.6%,1%,
CCOC(=O)N1CCC(Nc2c(NCCCN(CC)Cc3ccccc3)c(=O)c2=O)CC1,13%&3%,0.6%,i,-0.2%,0.0%,-9,-20,-0.1%&-1.1%,-4.5%,?,
COc1ccccc1N1N=C(c2ccc([N+](=O)[O-])cc2)CC1c1ccccc1 (stereo unspecified),-7%,?,·,-0.9%,·,·,·,0.0%,·,4%,
CS(=O)(=O)N(Cc1ccc(C(=O)NC2CCCC2)cc1)c1ccccc1,-2%,0.9%,i,-0.3%,-0.9%,-3,6,-1.0%,-8.4%,-3%,
Cc1ccc2c(c1)c1c3n2CCN(CC(O)CNC(C)C)C3CCC1 (stereo unspecified),7%,18%,·,-1.6%,·,·,·,0.3%,·,21%,
C=CCC1(CC=C)CCCN1C(=O)CC1C(=O)NCCN1Cc1cc(OC)cc(OC)c1 (stereo unspecified),-14%,1.1%,i,-0.6%,2.7%,-1,-1,-0.2%,-4.3%,4%,
O=C1c2ccccc2C(Nc2ccc3c(c2)OCCO3)N1c1ccc(Cl)cn1 (stereo unspecified),-5%,8.8%,i,-0.3%,3.4%,22,8,4.1%,-0.2%,-1%,
COc1cc(CC(=O)NCCc2ccc(OCc3ccccc3)cc2)c([N+](=O)[O-])cc1OC,2%,2.3%,i,0.1%,0.1%,19,11,0.4%,-23%,5%,
O=c1[nH]nc(Cc2ccc(-c3ccc(Cl)cc3)o2)c2ccccc12,12%,2.8%,i,-1.7%,0.8%,1,2,0.2%,-6.0%,7%,
CC(=O)Nc1cc(C(=O)NCc2ccco2)ccc1Sc1ccc(Cl)cc1,10%,1.7%,i,-1.2%,4.1%,5,-5,-1.9%,-1.3%,6%,
COc1ccccc1OCc1ccc(C(=O)NN)o1,-3%,0.3%,i,0.0%,·,·,·,0.4%,·,4%,
CC(C(=O)NC1CCCC1)N(C(=O)c1ccc(-c2ccccc2)[nH]1)c1ccccc1F (stereo unspecified),1%,?,i,0.2%,3.7%,32,71,0.1%,-6.6%,5%,
COc1ccc(OCC(=O)N/N=C/c2ccncc2)cc1,0%,1.6%,i,0.1%,1.4%,5,-7,0.5%,-16%,20%,
Cc1nnc(C)n1/N=C/c1cc(Br)ccc1O,-6%,-0.3%,i,0.6%,-1.2%,9,-15,2.3%,-4.6%,1%,
S=C(NCc1ccccc1)Nc1nccs1,-5%,0.1%,·,-2.0%,·,·,·,-0.1%,·,3%,
O=C(/C=C/c1ccc(Cl)cc1Cl)NCc1ccco1,-7%,4.5%,i,2.9%,-1.0%,-13,3,0.2%,-2.8%,4%,
CCCCN(C)C(=O)C1CCC(CNS(=O)(=O)c2ccc3c(c2)CC(C)N3C(=O)C2CC2)CC1 (stereo unspecified),-2%,11%,·,0.1%,·,·,·,0.1%,·,9%,
O=C(NCc1ccc(Cl)cc1)NCc1ccc(Cl)cc1,-1%,0.1%,i,-0.2%,-1.4%,4,5,0.8%,-6.1%,6%,
CSc1ncccc1C(=O)OCC(=O)NC(C)C,1%,0.8%,i,-0.1%,·,-14,7,0.1%,-4.0%,13%,
O=C(C1CCOCC1)N1CCCC(N2CCN(c3ccc(F)cc3)CC2)C1 (stereo unspecified),1%,-1.4%,·,-0.1%,·,·,·,0.1%,·,-7%,
Cc1ccccc1NC(=S)NC(C)C(c1cccs1)N1CCOCC1 (stereo unspecified),1%,1.7%,i,0.1%,-5.5%,4,-13,-0.9%,-13%,4%,
Brc1ccc(CN2CCCCCC2)cc1,-2%,-0.5%,·,·,·,·,·,0.2%,·,9%,
CC(Sc1nnc(-c2ccncc2)n1C)C(=O)NCC1CCCO1 (stereo unspecified),-4%,3.4%,·,·,·,·,·,0.3%[50 µM],·,11%,
N#C/C(=C(/O)Cc1ccccc1)P(=O)(c1ccccc1)c1ccccc1,-5%,·,i,-0.1%,·,·,·,-0.2%,·,9%,
CCOC(=O)C(=CNc1cc(C(F)(F)F)ccc1N1CCOCC1)C(=O)OCC,-2%,8.2%,i,-0.6%,·,·,·,9.5%,·,12%,
Cn1c(=O)nc2n(Cc3ccccc3)c3cccc(Cl)c3cc-2c1=O,5%,5.5%,i,-0.5%,-2.6%,53,23,0.6%,-7.1%,-1%,
CC(C)(C)CC(C)(C)NC(=S)NC1CCN(Cc2ccccc2)CC1,-2%,8.3%,i,-1.2%,-2.2%,15,29,0.0%,-7.1%,8%,
Cc1ccccc1CN1C(=O)c2ccccc2S1(=O)=O,-3%,2.5%,·,0.1%,·,·,·,-0.1%,·,19%,
Cc1ccc(C)c(OC(C)C(=O)Nc2ccc(S(=O)(=O)Nc3nccs3)cc2)c1 (stereo unspecified),8%,3.2%,·,0.6%,·,·,·,-0.3%,·,8%,
O=c1oc(-c2ccco2)nc2c1cnn2-c1ccccc1,7%,0.7%,i,1.1%,0.4%,7,15,0.9%[50 µM],0.5%,0%,
O=C(Nc1cccc([N+](=O)[O-])c1)NC1CCCCCCC1,-9%,3.3%,·,-0.8%,·,·,·,0.2%,·,12%,
